Jurkat NFkB inh: lowers PMA/ionomycin-induced NF-kB signal in Jurkat cells. PMA/ionomycin-induced NF-kB luciferase reporter, luminescence. inhibition, % at 4 µM. 0.53% of 330,000 active. AID 435003; in the data active means inhibition above about 50%
CCR6 antag: antagonists of human CCR6 receptor; P51684; inhibition, % at 20 µM; CHO-K1 CCR6 PathHunter beta-arrestin, luminescence, CCL20-stimulated; AID 493098; 0.49% of 340,000 active;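 active means compounds whose inhibition of the agonist-driven luminescence signal at 20 µM reaches about 50%, limit read from the data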;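 further: cells stimulated with CCL20 at 14 nM final; plate controls were DMSO with CCL20 for no effect and DMSO without agonist for full effect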
Mdm2 MdmX PPI: inhibitors of human Mdm2/MdmX interaction; O15151+Q00987; SaOS-2 split-luciferase Mdm2/MdmX complementation, luminescence; inhibition, % at 8 µM; 3% of 330,000 active; AID 485346;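 active means inhibition of at least 50% at 8 µM in the primary screen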
CXCR6 inh: inhibitors of human CXCR6 receptor. inhibition, % at 20 µM. AID 602244. CHO-K1 PathHunter CXCR6 beta-arrestin, luminescence. 0.36% of 360,000 active. O00574; in the data active means inhibition above about 34%, passing the limit was not always enough;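 further: antagonist mode with CXCL16 agonist at 10 nM final; 0% = 10 nM CXCL16 with DMSO and 100% = unstimulated wells without agonist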
Target sequence (O00574 whole entry, looked up): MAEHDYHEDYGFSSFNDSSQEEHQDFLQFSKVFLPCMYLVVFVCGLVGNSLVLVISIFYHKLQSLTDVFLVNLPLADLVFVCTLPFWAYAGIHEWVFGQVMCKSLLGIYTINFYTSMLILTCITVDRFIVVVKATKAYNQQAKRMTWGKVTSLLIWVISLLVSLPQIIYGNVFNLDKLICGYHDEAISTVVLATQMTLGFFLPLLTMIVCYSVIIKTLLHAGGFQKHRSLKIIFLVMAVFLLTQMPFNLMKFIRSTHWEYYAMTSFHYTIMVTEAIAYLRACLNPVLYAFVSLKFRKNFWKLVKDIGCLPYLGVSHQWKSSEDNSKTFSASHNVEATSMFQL
697 NFkB inh: lowers PMA/ionomycin-induced NF-kB signal in 697 B cells. inhibition, % at 4 µM. AID 435022. 697 B-cell NF-kB luciferase reporter, 16 h. 0.33% of 330,000 active; in the data active means inhibition above about 35%
EBI2 antag: blocks human EBI2 receptor beta-arrestin signaling; EBI2 beta-arrestin recruitment, luminescence, 7a,25-OHC stimulated; inhibition, % at 5 µM; 0.81% of 360,000 active; AID 651636; in the data active means inhibition above about 38%;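 further: enzyme fragment complementation signal reports receptor beta-arrestin coupling in cells; 0% = agonist plus DMSO wells and 100% = wells without agonist; some results beyond the cut were filed as inactive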
Target sequence (P32249 whole entry, looked up, the tested form may be a part): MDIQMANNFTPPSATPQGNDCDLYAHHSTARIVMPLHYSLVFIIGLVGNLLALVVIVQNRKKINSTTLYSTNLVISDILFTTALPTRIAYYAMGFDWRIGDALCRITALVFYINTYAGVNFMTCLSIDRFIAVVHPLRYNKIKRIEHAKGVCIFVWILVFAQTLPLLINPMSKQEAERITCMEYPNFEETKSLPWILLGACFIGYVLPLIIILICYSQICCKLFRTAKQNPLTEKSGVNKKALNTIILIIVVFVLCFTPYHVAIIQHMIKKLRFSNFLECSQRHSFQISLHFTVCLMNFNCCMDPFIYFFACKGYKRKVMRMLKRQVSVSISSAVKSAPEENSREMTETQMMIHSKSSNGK
XBP1 UPR activ: activators of adaptive arm of unfolded protein response (XBP1); AID 463104; 0.33% of 330,000 active; activation, % at 20 µM; CHO-XBP1 luciferase reporter, IRE1-XBP1 UPR activation, luminescence; percent of tunicamycin response, DMSO as zero;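 active means versus positive control, 20 µM dose yields 30% or more activation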;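 further: 100% = tunicamycin at 10 µg/mL and 0% = DMSO only wells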
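Material: CHO-XBP1 cells stably carrying IRE1-XBP1-driven luciferase reporter / Amount: 1000 cells per well / Compound: 20 µM, 1% DMSO / Times: 6 h treatment, 37 °C / Detection: luciferase luminescence / Measure: % activation of reporter signal versus tunicamycin and DMSO controls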
Gli-Sufu antag: Gli-Sufu pathway antagonism. Sufu-KO-LIGHT fibroblasts, Gli luciferase reporter luminescence. inhibition, % at 5 µM. 0.74% of 340,000 active. AID 588413;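 active means inhibition above about 55%, limit read from the data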;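 further: 0% = DMSO-treated cells and 100% = wells with medium but no cells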
UPR CHOP act: apoptotic UPR (CHOP) activation; activation, % at 10 µM; 0.34% of 330,000 active; CHO-CHOP luciferase reporter, luminescence; percent of tunicamycin response over DMSO baseline;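 active means at 10 µM dose, activation of 40% or more, normalized to positive control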;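 further: 100% = tunicamycin at 10 µg/mL and 0% = DMSO alone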
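Test system: CHO-CHOP cells, stable luciferase reporter of PERK-eIF2a-CHOP signalling | Quantity: 500 CHO-CHOP cells per well | Buffer or medium: F12 plus 10% serum | Compound dosing: 10 µM single point, 0.5% DMSO | Schedule: 6 h compound treatment, 37 °C | Signal: Luciferase luminescence | Control set: Tunicamycin high control, DMSO low control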
An asterisk follows results filed as active; nt = no result given.

SMILES	Jurkat NFkB inh	CCR6 antag	Mdm2 MdmX PPI	CXCR6 inh	697 NFkB inh	EBI2 antag	XBP1 UPR activ	Gli-Sufu antag	UPR CHOP act
CC1CCN(c2c(NCC3CCC(C(=O)Nc4ccccn4)CC3)c(=O)c2=O)CC1 (configuration not stated)	-5	14	25	1	18	-5	2	-2	0.8
CCNC(=O)NC(=O)C(C)OC(=O)C1CCN(S(=O)(=O)c2ccccc2C(=O)OC)CC1 (configuration not stated)	0	1	0	2	-1	-4	-2	-7	-2.8
O=C(CC1Nc2c3ccccc3nc(=S)n2C1=O)NC1CCCCC1 (configuration not stated)	-18	nt	11	nt	13	nt	-3	nt	-1.6
CCCCNC(=O)c1c(N)n(/N=C/c2ccccn2)c2nc3ccccc3nc12	-1	nt	60*	nt	47*	nt	4	nt	2.4
COc1cc(CNc2cccc3[nH]c(C(F)(F)F)nc23)cc(OC)c1	-10	15	36	-7	-14	9	-3	0	2.3
COc1ccc(CCC(=O)Nc2ccc(S(=O)(=O)N3CCOCC3)cc2)cc1	15	5	-16	4	5	-1	0	-29	0.7
O=C(CCc1ccccc1F)N1CCN(c2ccc(C(F)(F)F)cn2)CC1	-12	-2	25	-1	-7	2	-2	-4	-1.2
Cc1ccc(S(=O)(=O)CCC(=O)OCc2cc(=O)oc3cc(C)ccc23)cc1	-12	-10	14	-7	-4	6	17	4	-0.4
Cc1ccc(N2CCN(CCCCN3C(=O)C4CCCN4C3=O)CC2)cc1 (configuration not stated)	-14	0	-34	-7	0	-7	0	0	4.7
CC(=O)Nc1ccc(Nc2nnc(-c3ccc(O)cc3)c3ccccc23)cc1	-7	12	33	5	24	-3	-2	20	-2.5
CC(=O)N1c2ccccc2N2C(c3c(C)c(C)cc(C)c3C)=NON12	nt	19	nt	12	nt	-3	nt	-2	nt
CO/N=C/C1C(=O)NN=C1c1ccccc1 (configuration not stated)	8	0	15	9	9	-5	0	-5	2.7
Cc1onc(-c2c(F)cccc2Cl)c1C(=O)Nc1nc2c(s1)CCCC2	6	10	9	-1	11	5	-3	-11	0.9
CCOC(=O)c1cc2c(=O)n3ccccc3nc2n(CC2CCCO2)c1=NC(C)=O (configuration not stated)	-2	8	15	-3	-15	-7	0	2	-0.8
O=C(Nc1ccc(Cl)cc1)c1csc(-c2ccccc2)n1	6	-5	2	-8	23	0	0	7	-2.3
O=C(CSc1nc(Nc2ccccc2)nc(N2CCOCC2)n1)N1CCCC1	-21	-17	36	-4	32	2	0	13	7.4
O=S(=O)(NCc1cccnc1)c1ccc(Cl)cc1	-5	-1	15	-4	-3	-5	-4	2	0.7
CCOc1ccc(N2C(=O)C3Sc4[nH]c(=O)sc4C(c4ccc(OC)c(OC)c4)C3C2=O)cc1 (configuration not stated)	4	-6	-8	-6	11	3	0	12	1.2
COc1cc(/C=N/NC(=O)CCOc2ccccc2C)cc(Br)c1O	16	13	18	-3	-4	-3	-4	8	1.6
O=C1CSc2ccc(S(=O)(=O)NCc3ccc(F)cc3)cc2N1	-4	-6	19	-11	-17	-6	-1	15	1.5
Cc1cc(NC(=O)Nc2ccccc2F)ccc1Br	-108	4	-105	-15	-103	-5	1	-125	5.3
COc1cc(C(=O)N(C)CC(=O)Nc2cccc(F)c2)ccc1OCc1ccccc1	7	10	-2	-8	-16	-4	-4	-6	1.1
Cc1ccccc1Nc1cc2ccccc2c(=O)[nH]1	6	10	8	-15	18	0	1	3	4.2
Oc1ccc(NC(=S)N=Nc2c(O)[nH]c3ccccc23)cc1	-13	33	36	21	-32	-3	0	-47	0.8
CN(C(=O)c1ccccc1[N+](=O)[O-])c1ccccc1C(=O)NCc1ccccc1	15	-4	-4	-6	11	-17	-5	1	1.5
COc1cc(C(CCN2CCN(c3ccccc3)CC2)c2c(OC)cc(OC)c3ccc(=O)oc23)cc(OC)c1OC (configuration not stated)	1	10	15	16	15	3	-4	20	-0.3
COc1ccc(C(CNC(=O)C(=O)Nc2ccc3c(c2)OCCO3)N2CCN(C)CC2)cc1 (configuration not stated)	-5	16	28	0	12	-6	-1	4	-0.7
C(#Cc1ccccc1)Cn1nnc2ccccc21	-47	11	-16	-2	-106	4	7	-51	6.2
CCCCN(C)CCCNC(=O)c1cc(-c2cccnc2)nc2ccccc12	-6	4	-24	2	1	11	-7	18	1.4
COc1ccc(OC)c(S(=O)(=O)NCCCn2ccnc2)c1	4	1	27	-1	6	-9	-2	-13	2.2

Record cards, from the list above.
`COc1cc(C(=O)N(C)CC(=O)Nc2cccc(F)c2)ccc1OCc1ccccc1` is entered as Jurkat NFkB inh: 7; CCR6 antag: 10; Mdm2 MdmX PPI: -2; CXCR6 inh: -8; 697 NFkB inh: -16; EBI2 antag: -4; XBP1 UPR activ: -4; Gli-Sufu antag: -6; UPR CHOP act: 1.1
`Cc1ccccc1Nc1cc2ccccc2c(=O)[nH]1` is entered as Jurkat NFkB inh: 6; CCR6 antag: 10; Mdm2 MdmX PPI: 8; CXCR6 inh: -15; 697 NFkB inh: 18; EBI2 antag: 0; XBP1 UPR activ: 1; Gli-Sufu antag: 3; UPR CHOP act: 4.2

(continued)
SMILES	Jurkat NFkB inh	CCR6 antag	Mdm2 MdmX PPI	CXCR6 inh	697 NFkB inh	EBI2 antag	XBP1 UPR activ	Gli-Sufu antag	UPR CHOP act
Cc1cccn2c(=O)c(/C=C(\C#N)S(=O)(=O)c3ccccc3)c(N3CCC(C(N)=O)CC3)nc12	-6	8	3	4	6	-6	0	5	-3.0
O=S(=O)(Nc1ccc(C(F)(F)F)cc1)c1cnc[nH]1	-1	2	-6	4	-6	-1	-4	-13	-1.7
O=C(c1cccs1)N1CCN(C2CCCCC2)CC1	-15	0	-4	-1	-11	-5	5	6	3.0
COc1ccc(CN(C)C(=O)Cn2ccc(N)nc2=O)cc1OC	-11	-3	6	-1	-4	-14	1	-5	-0.2
CCS(=O)(=O)c1ccc2oc(Nc3ccc(OC)cc3)nc2c1	-31	-2	-8	-7	-8	-8	2	nt	0.7
COc1ccc(S(=O)(=O)N2CCOCC2)cc1NC(=O)Cc1ccccc1Cl	21	11	-11	6	0	1	-3	-2	-0.3
COC(=O)Cn1c(=O)c2c(nc3n2CC(C)CN3Cc2ccccc2)n(C)c1=O (configuration not stated)	4	1	4	10	10	7	-4	-21	1.0
Cc1ccc(-c2nn3c(C)nnc3c3ccccc23)cc1S(=O)(=O)N1CCN(CCO)CC1	-16	23	21	11	37*	-9	2	4	0.3
CNc1ccccc1C(C)(C)c1cc(-c2cccc(OC)c2)no1	51*	16	13	-6	-27	11	1	71*	4.0
CS(=O)(=O)c1ccc(C(=O)NCc2ccccc2F)cc1	0	-12	11	2	0	-4	5	-1	5.0
Cc1ccc(-n2c(-c3ccco3)n[nH]c2=S)cc1	3	1	-1	-13	-1	-2	1	12	-1.3
O=C(Cn1nnc(-c2ccccc2)n1)Nc1cccc(S(=O)(=O)N2CCCC2)c1	14	3	21	-3	-19	-5	-2	17	0.7
Cc1ccc(Nc2nc(N3CCN(C)CC3)nc(N)c2[N+](=O)[O-])cc1C	5	nt	13	nt	-25	nt	5	nt	2.7
COc1ccccc1NC(=O)CSc1nccn1Cc1ccccc1	17	-6	14	-7	2	0	-3	4	-1.0
CO/N=C1\CCCc2c(C(=O)NN)sc(SC)c21	-8	-8	22	-12	6	-19	-1	0	1.9
O=C(COC(=O)c1ccco1)Nc1cccc(Br)c1	-26	-8	-9	6	-8	-7	-5	-4	-1.8
CCCC1=C(C(=O)OCC)C(c2cccnc2)n2nc(C)nc2N1 (configuration not stated)	-7	6	19	0	-3	6	-2	2	2.4
CCN(CC)CCCN(Cc1cc2ccc(C)c(C)c2[nH]c1=O)C(=O)NC1CCCCC1	-7	19	61*	-8	-7	0	-1	29	0.0
Cn1cc(C(=O)NS(=O)(=O)Nc2ccc(Br)cc2)c2ccccc21	15	6	-2	1	20	-13	2	2	-1.3
Cn1c(=O)c2c(ncn2CC(=O)N/N=C/c2ccco2)n(C)c1=O	-5	-3	19	3	6	-1	-1	6	3.1
CCCOc1ccc(-c2nnc(-c3ccco3)o2)cc1	-73	-4	-82	-2	-223	-1	-6	-97	-4.8
CN(C(=O)CSc1nnc(-c2cccs2)n1N)c1ccccc1	-6	1	-10	0	-5	-11	-1	-5	0.8
Cc1cccc(C(=O)NNC(=O)CCn2nnc3ccccc32)c1	-17	-2	2	-4	-31	-10	-3	3	0.7
CCN(CC)CCCOc1nc(C)nc2c1oc1ccccc12	nt	3	nt	2	nt	6	nt	20	nt
NC(=S)N/N=C/c1ccc(-c2ccc([N+](=O)[O-])cc2)o1	3	11	9	11	20	6	4	-22	4.5
Cc1ccc(Nc2nc(CSc3nnc(-c4ccncc4)n3-c3ccccc3C)cs2)cc1	-3	14	38	7	3	18	-3	21	1.5
CCc1ccc(C2CC(c3ccccc3C)n3nc(N)nc3N2)cc1 (configuration not stated)	4	12	10	8	-9	-4	0	3	3.3
O=S(=O)(NCc1ccc(Cl)cc1Cl)c1ccc(N2CCOCC2)nc1	5	-6	0	-2	-4	1	5	5	2.3
CCOC(=O)C1CCCN(CC(O)COCc2ccc3c(c2)OCO3)C1 (configuration not stated)	-14	-2	2	-3	10	0	-1	nt	0.0
C#CCOc1ccc(CNC[C@H]2O[C@@H](n3cnc4c(N)ncnc43)[C@H](O)[C@@H]2O)cc1	-2	4	13	7	-9	-9	-1	-1	0.6
COc1ccc(NC(=O)C2CCCN2c2nn3c(=O)cc(C)nc3s2)cc1 (configuration not stated)	-4	-2	-5	-1	1	-8	-2	-10	-0.9

Among those listed so far, these have fluorine:
SMILES	Jurkat NFkB inh	CCR6 antag	Mdm2 MdmX PPI	CXCR6 inh	697 NFkB inh	EBI2 antag	XBP1 UPR activ	Gli-Sufu antag	UPR CHOP act
COc1cc(CNc2cccc3[nH]c(C(F)(F)F)nc23)cc(OC)c1	-10	15	36	-7	-14	9	-3	0	2.3
O=C(CCc1ccccc1F)N1CCN(c2ccc(C(F)(F)F)cn2)CC1	-12	-2	25	-1	-7	2	-2	-4	-1.2
Cc1onc(-c2c(F)cccc2Cl)c1C(=O)Nc1nc2c(s1)CCCC2	6	10	9	-1	11	5	-3	-11	0.9
O=C1CSc2ccc(S(=O)(=O)NCc3ccc(F)cc3)cc2N1	-4	-6	19	-11	-17	-6	-1	15	1.5
Cc1cc(NC(=O)Nc2ccccc2F)ccc1Br	-108	4	-105	-15	-103	-5	1	-125	5.3
COc1cc(C(=O)N(C)CC(=O)Nc2cccc(F)c2)ccc1OCc1ccccc1	7	10	-2	-8	-16	-4	-4	-6	1.1
O=S(=O)(Nc1ccc(C(F)(F)F)cc1)c1cnc[nH]1	-1	2	-6	4	-6	-1	-4	-13	-1.7
CS(=O)(=O)c1ccc(C(=O)NCc2ccccc2F)cc1	0	-12	11	2	0	-4	5	-1	5.0

High-throughput results: PubChem BioAssay, Sanford-Burnham Center for Chemical Genomics
